# From PubChem BioAssay
# LAP4-GFP MLPCN – yeast TOR pathway LAP4-GFP modulation; S. cerevisiae LAP4-GFP multiplex, flow cytometry GFP, 3 h; median GFP as percent of DMSO wells; GFP response vs DMSO, % at 10 µM; 320,000 compounds, 0.34% hits;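 active means GFP response vs DMSO above a set limit, about the screen mean plus 3 SD, cut at about 150% in these data; inconclusive means under 70 cell events counted for the yeast strain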
# EBNA-1 inhibitor – blocks EBNA-1 binding to DNA | 300,000 compounds, 0.34% hits | EBNA-1 DNA binding, fluorescence polarization | inhibition, % at 14.8 µM; in the data active means inhibition above about 28%
# proCasp7 act – activates human procaspase-7, counter-screen for procaspase-3 activators; P55210; recombinant procaspase-7, Ac-DEVD-pNA absorbance 405 nm; D23A/D198A/D206A triple mutant, cannot self-cleave; scale: DMSO 0, 5 µM enzyme 100; activation, % at 8.5 µM; 330,000 compounds, 0.093% hits; AID 463210;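 active means percent activation above the screen-wide mean plus 3 SD, cut at about 25% in these data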
#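 signal = Epi-absorbance of released pNA at 405 nm, two timepoints | assay system = Uncleavable procaspase-7 mutant enzyme | reagent = Ac-DEVD-pNA substrate, 400 µM as added | times = 1 h enzyme–compound preincubation and 2 h substrate reaction, both 25 °C | benchmarks = low DMSO alone, high DMSO plus 5 µM PC-7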
# ZTA DNA inh – blocks Epstein-Barr virus ZTA, an EBNA-1 counter-screen. P03206. ZTA-DNA binding, fluorescence polarization. inhibition, % at 11 µM. 320,000 compounds, 0.15% hits; in the data active means inhibition above about 33%
# procasp3 activ – activators of human procaspase-3; P42574; recombinant procaspase-3 D3A, Ac-DEVD-pNA absorbance 405 nm; activation, % at 8.5 µM; 330,000 compounds, 0.11% hits; AID 463141;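 active means activation above the mean of all tested compounds plus 3 SD, cut at about 21% in these data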;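 further: 0% = DMSO alone and 100% = DMSO wells spiked with extra 5 µM PC-3 D3A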
# Target sequence (P42574 whole entry D9A/D28A/D175A): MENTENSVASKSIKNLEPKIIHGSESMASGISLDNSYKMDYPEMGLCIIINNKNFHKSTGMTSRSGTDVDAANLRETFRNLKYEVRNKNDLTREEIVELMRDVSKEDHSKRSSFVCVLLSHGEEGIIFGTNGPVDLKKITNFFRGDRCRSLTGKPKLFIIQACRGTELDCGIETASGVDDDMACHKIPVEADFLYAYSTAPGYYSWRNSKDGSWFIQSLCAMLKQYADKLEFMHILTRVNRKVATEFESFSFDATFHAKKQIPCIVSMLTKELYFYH
#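 System: Procaspase-3 D3A mutant. Medium: Zinc-free 300 mM NaCl, 50 mM HEPES, 0.01% Triton X-100. Schedule: 1 h preincubation plus 2 h reaction at 25 °C. Measured by: 405 nm absorbance of p-nitroaniline, reads at 0 and 120 min. Read-out: percent activation relative to control range.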
# AHR act – activators of human aryl hydrocarbon receptor. activation, % at 5 µM. 320,000 compounds, 2.5% hits. AHR-responsive luciferase reporter cells, luminescence; in the data active means activation above about 47%;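 further: 0% = vehicle wells and 100% = reference agonist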
# Target sequence (P35869 whole entry, looked up): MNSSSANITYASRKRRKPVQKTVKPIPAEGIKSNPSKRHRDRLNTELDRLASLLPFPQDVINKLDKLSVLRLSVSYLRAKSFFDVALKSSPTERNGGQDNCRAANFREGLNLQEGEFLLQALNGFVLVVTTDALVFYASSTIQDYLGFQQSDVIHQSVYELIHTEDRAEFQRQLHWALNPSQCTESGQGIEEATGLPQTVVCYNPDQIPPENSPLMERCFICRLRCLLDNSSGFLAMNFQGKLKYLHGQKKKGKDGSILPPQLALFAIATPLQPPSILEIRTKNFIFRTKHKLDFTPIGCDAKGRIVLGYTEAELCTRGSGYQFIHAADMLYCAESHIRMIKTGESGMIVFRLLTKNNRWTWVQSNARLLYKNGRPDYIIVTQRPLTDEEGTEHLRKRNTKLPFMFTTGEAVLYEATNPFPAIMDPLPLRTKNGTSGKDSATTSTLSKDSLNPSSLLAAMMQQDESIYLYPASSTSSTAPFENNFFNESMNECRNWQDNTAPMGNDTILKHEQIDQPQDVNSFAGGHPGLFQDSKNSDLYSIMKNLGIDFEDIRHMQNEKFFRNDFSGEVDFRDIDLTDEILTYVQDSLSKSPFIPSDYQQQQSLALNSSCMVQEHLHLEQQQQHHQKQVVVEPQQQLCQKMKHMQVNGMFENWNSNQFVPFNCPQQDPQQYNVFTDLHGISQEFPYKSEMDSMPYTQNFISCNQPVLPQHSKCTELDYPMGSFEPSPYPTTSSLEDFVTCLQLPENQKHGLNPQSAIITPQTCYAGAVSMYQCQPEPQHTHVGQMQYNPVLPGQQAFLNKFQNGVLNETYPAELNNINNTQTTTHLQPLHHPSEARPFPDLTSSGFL
# RPL19A-GFP yeast – modulators of TOR pathway RPL19A-GFP in S. cerevisiae; percent response vs DMSO, % at 10 µM; 330,000 compounds, 0.3% hits; S. cerevisiae RPL19A-GFP strain, flow cytometry, 3 h; active compounds read low; AID 2025;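 active means percent response vs DMSO below 50%; inconclusive means fewer than 70 events counted for the yeast strain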;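 further: median channel GFP fluorescence of the barcoded RPL19A-GFP strain; ratio of sample median GFP to plate DMSO average so 100% = DMSO; lower means less RPL19A-GFP as with rapamycin TOR inhibition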
# MEP2 TOR yeast – yeast TOR pathway MEP2-GFP modulation; S. cerevisiae MEP2-GFP strain, flow cytometry GFP, 3 h; 100% = DMSO control level; GFP response vs DMSO, % at 10 µM; 330,000 compounds, 0.51% hits;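 active means GFP response versus DMSO above a set limit, roughly screen mean plus 3 SD, cut at about 180% in these data; inconclusive means fewer than 70 cells counted for a yeast strain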;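 further: median GFP fluorescence of the barcode-gated MEP2-GFP cells per well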
# * marks the source's active call; other numbers are inactive results; ? = inconclusive; nt = no result given.
SMILES,LAP4-GFP MLPCN,EBNA-1 inhibitor,proCasp7 act,ZTA DNA inh,procasp3 activ,AHR act,RPL19A-GFP yeast,MEP2 TOR yeast
Cc1ccc(C(=O)COC(=O)CN2C(=O)C3CC=CCC3C2=O)cc1[N+](=O)[O-] (stereo not given),110,-2,3,-26,-4,1,99,113
O=C(c1cccc(Cl)c1)N1CCC(c2nc3ccccc3[nH]2)CC1,105,-7,1,-9,2,0,99,109
CC(C)OC(=O)/C(=C\C=C\c1ccccc1)NC(=O)c1ccccc1,100,-3,2,-17,5,3,99,102
OCCC1CN(Cc2ccc3c(c2)CCO3)CCN1C1CCCC1 (stereo not given),91,3,4,-18,-16,1,94,91
O=C(CN1CCN(c2ccc(Cl)cc2)CC1)N1CCCC1,102,-4,-5,17,-4,-1,95,103
CCN1CCN(C(=O)C2(NC(=O)Nc3ccccc3Cl)CCCCC2)CC1,100,-6,6,-16,6,-1,106,103
Cc1ccc(C)n1-c1ccc(C(=O)NN=C2CCCC2)cc1,100,-4,2,-4,1,0,117,111
CC(Sc1nnc(-c2ccncc2)n1C)C(=O)Nc1nccs1 (stereo not given),91,0,2,-3,-9,2,104,107
Cc1ccc(/C=N/c2sc3c(c2C#N)CCC3)o1,110,-4,-3,5,-6,5,93,93
C=C(C)Cn1c(N2CCCC2)nc2c1c(=O)n(C)c(=O)n2C,98,-3,13,-9,4,3,106,104
CN1C(=O)CSc2ccc(NC(=O)Nc3ccccn3)cc21,92,-2,-2,-19,-1,-2,102,106
Cc1ccc(O)c(NC(=O)c2cc(C)no2)c1,110,-6,5,-6,2,16,110,111
Cc1ccc(-c2csc(NC(=O)CSC3=NCCS3)n2)cc1,115,3,-2,-10,4,9,104,100
O=C(NCC1CCCO1)c1ccc(OC2CCN(C(=O)C3CC3)CC2)cc1 (stereo not given),108,8,-2,3,-4,-1,98,103
O=C(CSc1nnc(Cc2ccccc2)o1)c1ccccc1,92,2,-2,-4,4,-1,91,88
Cc1c(NC(=S)NC(=O)COc2ccccc2)c(=O)n(-c2ccccc2)n1C,92,-7,-2,-7,5,2,99,113
CC1(C)C[C@H]2C3=CCC4[C@@]5(C)CC[C@H](O)[C@](C)(CO)C5CC[C@@]4(C)[C@]3(C)C[C@H]3O[C@@H]1[C@H](O)[C@]32CO (stereo not given in full),100,nt,-1,7,-3,0,98,97
COc1ccc(/C=N/NC(=O)c2cccnc2)cc1CSc1ccccn1,102,-7,4,-12,4,12,93,89
c1cncc(-c2cn(C[C@H]3CC[C@@H]([C@@H]4CC[C@H](Cn5cc(-c6cccnc6)nn5)O4)O3)nn2)c1,111,6,7,8,0,3,113,103
CCCCn1c(SCC(=O)Nc2cc(C)on2)nnc1-c1cccnc1,104,6,5,10,8,10,103,106
CNC(=O)COC(=O)c1ccccc1Nc1ccccc1,101,2,12,-12,-2,-1,103,95
COCCCn1c(SCC(=O)c2ccccc2)nc2ccccc2c1=O,84,-4,-5,3,-3,-3,86,?
COc1cccc(CNC(=O)c2cc(S(=O)(=O)N3CCCCC3)c[nH]2)c1,107,-7,13,-13,10,-1,101,106
Cc1nc2ccc(-c3nc4ccc(N)cc4[nH]3)cc2[nH]1,125,-7,2,-4,-6,8,105,115
CCOc1cc(C(=O)O)ccc1OCCOc1ccccc1,128,-5,14,1,7,-2,102,131
SMILES,LAP4-GFP MLPCN,EBNA-1 inhibitor,proCasp7 act,ZTA DNA inh,procasp3 activ,AHR act,RPL19A-GFP yeast,MEP2 TOR yeast
C=CC[C@H](CC(=O)N(CCO)Cc1ccccc1)C(=O)N[C@H](COC(=O)[C@H](CC=C)CC(=O)OC(C)(C)C)Cc1c[nH]c2ccccc12,104,nt,-2,nt,-7,1,109,102
O=C(CNC(=O)c1ccc2c(c1)S(=O)(=O)N=C1CCCCCN12)Nc1ccc(F)c(F)c1,95,-12,4,-18,-6,2,94,103
CC(=O)NC(Nc1c(C)n(C)n(-c2ccccc2)c1=O)C(Cl)(Cl)Cl (stereo not given),101,10,4,-14,-3,0,99,108
CC(=O)CC(=O)Nc1ncccn1,97,-15,9,-10,5,2,98,96
Cc1nc2ccc(NC(=S)NC3CCCCC3)cc2nc1C,121,-4,8,-9,-4,-4,96,111
CC(C)(C)OC(=O)N1CCC(C(=O)N2CCC[C@H]2C(=O)O)CC1,97,-13,7,-1,5,0,100,100
CCOC(=O)C1(CC2CC2)CCN(C(=O)c2cc(OC)nc3ccccc23)CC1,97,29*,-2,34*,0,3,108,101
C[C@@]12C(=O)N(c3ccc(Cl)cc3)C(=O)N1[C@@H]1c3ccccc3OC[C@@H]1[C@H]2c1ccccc1,105,nt,11,nt,9,0,95,99
c1ccc(Sc2ccccc2CN2CCCC2)cc1,99,-9,6,-3,-7,-2,101,98
CC(=O)c1ccc(OCC(O)CN2CCN(Cc3ccccc3)CC2)cc1 (stereo not given),100,7,-5,-15,-3,-2,105,107
COC(=O)c1ccccc1C(=O)c1ccc2c(c1)NC(=O)CO2,105,5,1,1,-5,-1,101,102
COc1ccccc1CNC(=O)C(=O)c1cn(CC(=O)N2CCOCC2)c2ccccc12,107,-19,-1,2,9,2,105,117
Cc1cc(=O)n(CC(=O)NC2CC2)c2c1c(C)nn2-c1ccccc1,98,-18,-6,-12,1,88*,107,110
COc1ccc(NC(=O)NC2(C(=O)N3CCCC3)CCCCC2)cc1,96,-5,6,-15,1,0,100,100
COc1ccccc1CCCNC(=O)C1CCC(=O)N(CCN2CCOCC2)C1 (stereo not given),105,0,-6,5,3,3,93,99
Cc1cc(SCCOc2ccc(Br)cc2)nc(N)n1,107,17,10,-7,-6,1,94,103
O=C(COC(=O)c1cc(=O)[nH]c(=O)[nH]1)Nc1cccc(S(=O)(=O)N2CCOCC2)c1,106,-7,1,-12,5,0,105,109
Cc1cc(C)nc(NS(=O)(=O)c2ccc(NC(=O)Cc3ccc(F)cc3)cc2)n1,96,11,1,2,1,0,106,107
Cc1sc(-n2c(C)cc(C=O)c2C)c(C(=O)O)c1C,105,-5,-17,2,3,0,102,108
CCn1c2ccccc2c2cc(NC(=O)COc3ccccc3)ccc21,94,1,-3,6,3,100*,106,101
O=C(N/N=C/c1ccc(N2CCCCC2)o1)c1ccccc1,97,-12,-3,3,-4,0,96,93
CCCN(C(=O)CSc1nc2ccccc2n1CC)C1CCS(=O)(=O)C1 (stereo not given),91,-2,3,-8,-7,13,98,97
COc1ccc(C(=O)NCc2cn3c(C)csc3n2)cc1OC,101,-5,6,-15,0,4,99,100
CCOC(=O)CSc1nnc(C)n1N,100,-4,11,7,9,6,105,99
Cn1c(COc2nnc(-c3ccc(Cl)cc3)c3ccccc23)nc2ccccc21,93,2,-1,-12,-4,-3,97,95

# Record cards, as listed above. Values in the order: LAP4-GFP MLPCN | EBNA-1 inhibitor | proCasp7 act | ZTA DNA inh | procasp3 activ | AHR act | RPL19A-GFP yeast | MEP2 TOR yeast
# c1ccc(Sc2ccccc2CN2CCCC2)cc1 reads 99 | -9 | 6 | -3 | -7 | -2 | 101 | 98
# COc1ccc(C(=O)NCc2cn3c(C)csc3n2)cc1OC reads 101 | -5 | 6 | -15 | 0 | 4 | 99 | 100
# O=C(CNC(=O)c1ccc2c(c1)S(=O)(=O)N=C1CCCCCN12)Nc1ccc(F)c(F)c1 reads 95 | -12 | 4 | -18 | -6 | 2 | 94 | 103

# Next part.
SMILES,LAP4-GFP MLPCN,EBNA-1 inhibitor,proCasp7 act,ZTA DNA inh,procasp3 activ,AHR act,RPL19A-GFP yeast,MEP2 TOR yeast
CCCS(=O)(=O)N1CCN(C(=O)CCC2CCCC2)CC1,91,-10,1,1,-6,1,95,93
O=C(COC(=O)c1ccc(NC(=O)C2CC=CCC2C(=O)O)cc1)c1ccccc1 (stereo not given),97,11,5,-6,-3,2,102,103
CCOC(=O)N1CCC(NCCNC(=O)c2cccs2)CC1,104,-3,0,0,3,0,100,105
C[C@]12CC[C@@H]3c4cc(O)c(O)cc4CC[C@H]3[C@@H]1CC[C@@H]2O,103,3,-23,9,-23,-2,104,95
CCn1c(=O)c(=O)[nH]c2cc(C(=O)NC3CC3)ccc21,97,15,9,25,7,4,101,104
CN1CCCC1CCNC1C2CC3CC(C2)CC1C3 (stereo not given),107,4,1,-2,-1,-1,97,106
C=CCn1c(NC(=O)c2ccc(Br)o2)c(C(=O)OCC)sc1=S,119,-11,-27,-12,-7,5,93,105
COc1cccc(CN2CCCC(C(=O)c3ccc4c(c3)OCO4)C2)c1OC (stereo not given),92,-11,-4,5,-7,11,103,102
Cc1nc2ccc(Br)cn2c1C(=O)N/N=C\c1ccccc1Cl,135,3,-8,-2,-3,5,86,248*
Cc1ccccc1OCc1nnc2c3cnn(C)c3ncn12,104,5,4,-3,5,0,95,105
COc1ccccc1CNS(=O)(=O)c1ccc2c(c1)NC(=O)CS2,87,0,3,-15,8,12,92,91
COc1ccc(OC)c(-n2c(=S)[nH]c3c(sc(=S)n3-c3ccccc3)c2=O)c1,102,3,2,2,7,1,98,96
CC(C)[C@H](NS(=O)(=O)c1ccc(Cl)cc1)C(=O)OCC(=O)c1c(N)n(C)c(=O)n(C)c1=O,105,nt,-2,-4,-5,0,99,99
COc1ccccc1CCNC(=O)c1c(C)nn(CC(C)C)c1Cl,82,5,-6,8,2,26,98,93
Cc1nc2cncc(Br)c2n1C,101,-6,14,0,-2,81*,101,101
Cc1[nH]c2ccccc2c1/C=N/NC(=O)Cc1cccs1,105,-3,-8,-25,7,100*,101,110
O=C(c1ccc(F)cc1)C1CCN(C(=O)c2ccncc2)CC1,97,-2,-12,7,0,1,101,105
CCCSCCCNC(=O)Cn1c(=O)c2cccn2c2ccccc21,89,7,13,17,15,6,103,97
CCC(CC)c1nnc(NC(=O)c2cc([N+](=O)[O-])ccc2N2CCCCC2)s1,97,10,-4,1,-6,-3,104,113
COc1ccc(S(=O)(=O)n2ccc(-c3ccc4c(c3)CCC(C)(C)O4)n2)cc1,112,-3,-1,-2,-4,3,100,99
CN1CCN(c2ccc(S(=O)(=O)N3CCCCC3)cc2NC(=O)/C=C/c2ccc(OC(F)F)cc2)CC1,97,-11,5,4,3,0,98,102
O=C(Nc1ccc2nc(-c3cccnc3)[nH]c2c1)C1CCCCC1,93,1,6,-14,5,2,90,98
Cc1sc(NC(=O)c2ccco2)c(CN2CCN(c3ccc(F)cc3)CC2)c1C,96,0,-6,-19,3,2,98,100
O=C(Nc1ccc(N2CCCC2)cc1)C(Cl)c1ccccc1 (stereo not given),102,27,-7,49*,-1,3,99,103
CCOC(=O)/C=c1\s/c(=C\c2ccc(-c3ccccc3)cc2)c(=O)n1CC(=O)NCc1ccc2c(c1)OCO2,86,6,-20,-5,-18,3,97,103
SMILES,LAP4-GFP MLPCN,EBNA-1 inhibitor,proCasp7 act,ZTA DNA inh,procasp3 activ,AHR act,RPL19A-GFP yeast,MEP2 TOR yeast
COc1cccc(NC(=O)CSc2nc3ccccc3c(=O)n2CCCC(=O)N2CCCC2)c1,100,6,0,-3,1,-3,99,100
CC(CCc1ccccc1)NC(=O)/C=C/c1ccc(F)cc1 (stereo not given),107,-17,-6,0,-6,1,98,100
CCc1ccc2[nH]c(=O)c(CN(CCCN3CCOCC3)C(=O)Nc3cccc(Cl)c3)cc2c1,94,-1,0,4,1,4,99,99
COc1cccc(OC)c1C(=O)Nc1nnc(-c2cccs2)s1,116,-3,-7,-3,-21,26,110,112
COC(=O)c1c(C)[nH]c(C(=O)COC(=O)Cc2ccc3c(c2)OCCO3)c1C,104,8,1,-16,9,3,100,101
CCOC(=O)Cn1cc(/C=C(\C#N)C(=O)N2CCOCC2)c2ccccc21,110,-2,-2,1,-11,10,102,105

# Hits appear at their usual frequency; any-hit rate near 3.8%.
